tim23-1 inh = tim23-1 yeast growth inhibition; S. cerevisiae tim23-1 growth, BacTiter-Glo luminescence, 24 h; inhibition, % at 20 µM; actives 1.3% (n = 330,000); AID 463212;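 active means growth inhibition of the mutant yeast at or above 50%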;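 further: temperature-sensitive mutant grown at 25 °C; plate controls were DMSO-treated mutant yeast for no effect and medium wells lacking yeast for full effect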
Mdm2 MdmX PPI = inhibitors of human Mdm2/MdmX interaction. O15151+Q00987. SaOS-2 split-luciferase Mdm2/MdmX complementation, luminescence. inhibition, % at 8 µM. actives 3% (n = 330,000). AID 485346;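 active means inhibition of at least 50% at 8 µM in the primary screen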
Target sequence (O15151 whole entry, looked up): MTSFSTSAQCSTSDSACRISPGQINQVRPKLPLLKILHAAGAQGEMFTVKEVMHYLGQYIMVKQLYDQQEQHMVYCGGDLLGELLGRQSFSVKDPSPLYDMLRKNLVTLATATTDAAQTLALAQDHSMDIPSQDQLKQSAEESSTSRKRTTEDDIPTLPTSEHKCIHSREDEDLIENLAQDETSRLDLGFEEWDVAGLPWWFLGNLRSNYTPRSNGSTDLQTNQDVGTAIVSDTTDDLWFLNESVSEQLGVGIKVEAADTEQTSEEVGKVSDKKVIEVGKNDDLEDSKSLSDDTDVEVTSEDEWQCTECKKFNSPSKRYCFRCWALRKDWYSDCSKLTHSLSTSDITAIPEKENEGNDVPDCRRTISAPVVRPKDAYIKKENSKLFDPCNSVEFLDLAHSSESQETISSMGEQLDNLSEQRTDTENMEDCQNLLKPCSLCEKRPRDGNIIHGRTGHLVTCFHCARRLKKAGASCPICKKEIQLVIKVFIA
Target sequence (Q00987 whole entry, looked up): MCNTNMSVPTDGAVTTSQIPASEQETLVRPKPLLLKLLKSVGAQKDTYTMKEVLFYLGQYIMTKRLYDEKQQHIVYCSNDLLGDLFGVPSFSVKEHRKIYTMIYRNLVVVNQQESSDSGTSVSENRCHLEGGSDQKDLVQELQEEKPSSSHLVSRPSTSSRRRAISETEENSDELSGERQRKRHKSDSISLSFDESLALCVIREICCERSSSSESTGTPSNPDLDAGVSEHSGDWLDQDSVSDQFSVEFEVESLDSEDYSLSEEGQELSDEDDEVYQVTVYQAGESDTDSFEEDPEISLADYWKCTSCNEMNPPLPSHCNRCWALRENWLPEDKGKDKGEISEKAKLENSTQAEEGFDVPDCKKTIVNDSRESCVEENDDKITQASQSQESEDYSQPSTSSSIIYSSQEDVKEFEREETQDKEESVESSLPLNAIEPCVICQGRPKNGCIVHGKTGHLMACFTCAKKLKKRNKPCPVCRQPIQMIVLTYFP
APJ ag = APJ receptor agonism; CHO-K1 APJ PathHunter beta-arrestin, luminescence; 0% DMSO wells, 100% apelin; activation, % at 20 µM; actives 0.11% (n = 330,000); AID 2520;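 active means activation more than six SD over the plate average, tested at 20 µM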;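 further: 0% = DMSO alone and 100% = apelin-13 at 10 nM; some results filed as inactive read as strong as hits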
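Material: engineered CHO-K1 APJ arrestin reporter cells; amount: 1000 CHO-K1 reporter cells seeded per well; incubation: compound stimulation 90 min at 25 °C, detection 60 min; signal: luminescent beta-gal fragment complementation, chemiluminescent substrate; read-out basis: APJ agonist activity; controls: DMSO-only wells as negative, 10 nM Apelin-13 as positive control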
XBP1 UPR activ = activators of adaptive arm of unfolded protein response (XBP1) | CHO-XBP1 luciferase reporter, IRE1-XBP1 UPR activation, luminescence; percent of tunicamycin response, DMSO as zero | activation, % at 20 µM | actives 0.33% (n = 330,000) | AID 463104;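 active means versus positive control, 20 µM dose yields 30% or more activation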;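 further: 100% = tunicamycin at 10 µg/mL and 0% = DMSO only wells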
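Material – CHO cell line with stable XBP1 luciferase reporter · Buffer or medium – F12 plus 10% FBS · Compound – single point, 20 µM final compound, 1% DMSO · Schedule – 16-18 h cell attachment at 37 °C, then 6 h compound exposure · Signal – Steady-Glo luminescence read · Benchmarks – high control tunicamycin 10 µg/mL final, low control DMSO vehicle only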
697 NFkB inh = lowers PMA/ionomycin-induced NF-kB signal in 697 B cells; actives 0.33% (n = 330,000); 697 B-cell NF-kB luciferase reporter, 16 h; inhibition, % at 4 µM; in the data active means inhibition above about 35%
APJ antagonist = APJ receptor antagonism; P35414; AID 2521; inhibition, % at 20 µM; CHO-K1 APJ beta-arrestin complementation, luminescence; actives 0.32% (n = 330,000);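 active means inhibition above about 40% at 20 µM, limit read from the data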;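 further: cells challenged with 10 nM apelin-13 agonist together with compound; plate controls were apelin-13 plus DMSO wells for no effect and DMSO wells lacking apelin-13 for full effect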
Jurkat NFkB inh = inhibitors of the PMA/ionomycin-induced NF-kB reporter in Jurkat cells. actives 0.53% (n = 330,000). PMA/ionomycin-induced NF-kB luciferase reporter, luminescence. AID 435003. inhibition, % at 4 µM; in the data active means inhibition above about 50%
CHOP UPR activ = activators of apoptotic arm of unfolded protein response (CHOP); CHO-CHOP luciferase reporter, UPR activation, luminescence; percent of tunicamycin response over DMSO baseline; activation, % at 10 µM; actives 0.34% (n = 330,000); AID 449763;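 active means at 10 µM dose, activation of 40% or more, normalized to positive control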;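 further: 100% = tunicamycin at 10 µg/mL and 0% = DMSO alone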
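Test system: CHO-CHOP cells, stable luciferase reporter of PERK-eIF2a-CHOP signalling | Quantity: 500 CHO-CHOP cells per well | Buffer or medium: F12 plus 10% serum | Compound dosing: 10 µM single point, 0.5% DMSO | Schedule: 6 h compound treatment, 37 °C | Signal: Luciferase luminescence | Control set: Tunicamycin high control, DMSO low control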
* marks the source's active call; other numbers are inactive results. No enrichment for hits. Share with any hit: about 5%.

Results follow in this order: tim23-1 inh, Mdm2 MdmX PPI, APJ ag, XBP1 UPR activ, 697 NFkB inh, APJ antagonist, Jurkat NFkB inh, CHOP UPR activ
1: CC(Oc1ccc(Cl)cc1)C(=O)N/N=C/c1ccsc1 (configuration not stated)
→ 30, -10, 0, 0, -23, -12, -1, 4.5
2: O=C(NCC(O)COc1ccc([N+](=O)[O-])cc1)c1ccccc1 (configuration not stated)
→ -9, -12, -5, -3, 8, 2, 0, -1.1
3: Clc1cccc(Cl)c1Cn1c(-c2cccnc2Cl)nc2ccccc21
→ 33, 4, -2, -2, 13, 0, 6, -0.5
4: CCOc1ccc(S(=O)(=O)N2CC(=O)Nc3ccccc32)cc1
→ 7, 8, -3, -3, 5, -1, -3, -1.2
5: O=C(N/N=C/c1ccccc1Br)c1cccc(S(=O)(=O)N2CCOCC2)c1
→ 2, 15, -2, -1, 2, 8, -3, 5.8
6: CCN(CC)S(=O)(=O)c1cccc(-c2nnc(SCCOc3ccccc3C)o2)c1
→ 8, 44, -7, 1, 12, 12, -2, -2.1
7: CCN(C(=O)CN1CC(C)OC(C)C1)c1c(N)n(Cc2ccccc2)c(=O)[nH]c1=O (configuration not stated)
→ -7, 12, -4, 3, -1, -5, 0, -2.5
8: O=C(c1nc2nc(-c3cccs3)cc(C(F)(F)F)n2n1)N1CCN(Cc2ccccc2)CC1
→ 8, 15, -2, -1, 4, -14, -14, -0.9
9: Cc1ccc(-c2nc3ccccc3[nH]2)cc1NC(=O)c1sc2cc(Cl)ccc2c1Cl
→ 11, 46, 3, 5, -35, -3, -45, 3.2
10: CC(C)C(NC(=O)C12CC3CC(CC(C3)C1)C2)C(=O)N/N=C/C1=C(N2CCOCC2)C(=C\c2ccc([N+](=O)[O-])cc2)/CC1 (configuration not stated)
→ 10, -11, -4, -1, 4, 3, -2, 2.2
11: Cn1c(N)c(C(=O)COC(=O)CCC(=O)c2cccs2)c(=O)n(C)c1=O
→ 7, -20, -5, -2, -11, -7, -3, -1.8
12: COC(=O)c1cc(-c2ccc(NC(C)=O)cc2)nc2ccccc12
→ 53*, 27, -1, 6, 6, -1, -12, -2.2
13: CCOc1ccc(C(=O)COC(=O)c2c(-c3ccccc3)noc2C)cc1
→ 8, 28, -2, -5, -49, 1, 44, 0.5
14: CC(C)(C)OC(=O)CNC(=O)c1[nH]cnc1C(=O)NC1CCN(C(=O)OC(C)(C)C)CC1
→ 2, 3, 1, -1, 14, 13, 10, 0.6
15: CC1CCN(S(=O)(=O)c2ccc3c(c2)C(=NO)c2cc(S(=O)(=O)N4CCC(C)CC4)ccc2-3)CC1
→ 8, 100*, -3, -12, 97*, 9, 96*, -9.6
16: CCOc1ccc(S(=O)(=O)NCc2ccco2)cc1
→ 21, 27, -3, -1, 0, 2, 10, 1.7
17: CC(=O)Oc1cc2oc(=O)cc(C)c2cc1Cl
→ 17, 2, 1, 0, -1, -5, 3, -0.7
18: O=C1c2ccccc2C(Nc2ccc(S(=O)(=O)N3CCCCC3)cc2)N1Cc1ccco1 (configuration not stated)
→ 20, 10, 0, 2, -10, 14, 14, -2.1
19: O=C(O)CC(c1ccc(Br)cc1)N1Cc2ccccc2C1=O (configuration not stated)
→ 16, -17, -2, -5, 5, 4, 15, 0.8
20: NNC(=O)CC1NCCN(Cc2ccccc2)C1=O (configuration not stated)
→ -1, 0, -3, 2, -2, -10, -9, -0.8
21: CCN(C(=O)CN1C(=O)S/C(=C\c2cccc(Cl)c2)C1=O)C1CCS(=O)(=O)C1 (configuration not stated)
→ 20, 18, 6, -1, 0, 1, 4, 0.5
22: O=C(NNC(=S)NCC1CCCO1)c1ccc(S(=O)(=O)N2CCOCC2)cc1 (configuration not stated)
→ 13, 1, -2, -4, 15, 1, 5, 1.6
23: NC(=O)NOCc1ccc(F)cc1Cl
→ 12, -10, 2, -3, -6, 3, 0, -0.2
24: CCOc1ccc(C(=O)Nc2cccc(-c3nc4ccccc4[nH]3)c2C)cc1[N+](=O)[O-]
→ 11, 13, -2, -2, 8, 17, 5, 1.1
25: COc1ccccc1C(=O)NCCNc1ccc([N+](=O)[O-])cc1Cl
→ 3, 20, -2, 0, -1, -5, -1, 1.3
26: COCC(=O)N(C)c1nnc(-c2cnccn2)s1
→ 30, -19, 0, -1, 12, 3, 0, 0.6
27: COc1ccc(CNC(=O)CN2CCN(c3ccc(F)cc3)CC2)cc1
→ 24, 0, -4, 3, 0, -2, -1, 2.1
28: CCCc1nc(SCC(=O)Nc2cc(Cl)ccc2OC)c2c(=O)n(C)c(=O)n(C)c2n1
→ 14, -1, -1, 3, 12, 14, 15, 0.2
29: CCOC(=O)c1c(C)[nH]c(C)c1C(=O)COC(=O)C1CC(=O)N(CCc2ccccc2)C1 (configuration not stated)
→ 15, -11, -5, 1, -3, 14, -7, -1.1
30: Cc1ccc(-n2ccnc2SCC(=O)O)cc1C
→ 21, -6, -1, -1, -6, 0, -6, 0.6
31: COc1ccccc1NC(=O)Nc1ccnn1C1CCN(C(=O)c2cscn2)CC1
→ 0, 1, 0, -4, 10, 0, -7, 2.3
32: Cc1cccc(C)c1N(CC(=O)N1CCCC1)S(C)(=O)=O
→ -12, 20, 3, -3, 11, 8, 4, 3.6
33: Cc1cc2ccccc2n1CCNC(=O)c1ccc(S(=O)(=O)N2CCOCC2)cc1
→ 14, 9, -1, 0, 15, 4, 16, 2.4
34: COc1cc(OC)c(NC(=O)C2CCCN2C(=O)OCc2ccccc2)cc1Cl (configuration not stated)
→ 28, -5, -5, 0, 1, 0, 13, -1.1
35: COc1cc(OC)cc(C(=O)NCC(=O)OCC(=O)c2ccc3c(c2)-c2ccccc2C3)c1
→ 16, -36, -4, 6, -13, -13, -8, 0.7
36: O=C(Nc1ccc(Br)cc1)C1CC=CCC1C(=O)OCC1CCCO1 (configuration not stated)
→ 5, 1, -2, -3, -11, 3, -2, -2.0
37: COc1ccc(C(=O)NCC(=O)NCc2cc(=O)n(C)c(=O)n2C)cc1
→ 9, 8, -6, -1, -13, -5, -14, 1.7
38: COCCN(C(=S)Nc1cccc(OC)c1)C1CCN(C(C)=O)CC1
→ 10, -16, -1, -1, -2, -6, -2, -0.9
39: CC(C)Cn1c(N)c(C(=O)COC(=O)/C=C/c2ccccc2)c(=O)n(C)c1=O
→ 22, 17, 5, -1, -40, 17, 33, 8.4
40: O=C1c2cnc3nc(SCc4ccccc4)nn3c2CC2c3ccccc3CCN12 (configuration not stated)
→ -18, 29, -7, 4, 9, 23, 26, -0.2
41: Cc1ncsc1CCOC(=O)c1cccnc1
→ 6, 2, -3, -1, 2, 11, 1, 1.8
42: CC(C)CCNc1nnnc2c1sc1nc(N3CCOCC3)c3c(c12)CC(C)(C)SC3
→ 14, 51*, -2, 4, -6, 12, -29, 5.3
43: CCOC(=O)C1CCCN(C(=O)c2sc3nc(C)nc(N4CCOCC4)c3c2C)C1 (configuration not stated)
→ 12, 5, -5, -1, 3, 3, 2, -0.7
44: CCN(CC(=O)NCc1cccs1)C(=O)c1ccc(-c2ccccc2F)o1
→ 27, 1, -3, 0, 2, 2, -4, 1.6
45: Cc1ccc(-c2n[nH]c(=S)n2/N=C/C=C\c2ccccc2[N+](=O)[O-])cc1
→ 21, 17, 0, -1, -8, -4, 7, -0.2
46: Cc1ccc(CCc2nnc(SCC(=O)Nc3cc(Cl)ccc3Cl)n2-c2ccccc2)o1
→ 30, 10, 1, -1, 12, 16, 10, 1.1
47: Cc1ccc(N2CCN(S(=O)(=O)c3cccs3)CC2C)cc1 (configuration not stated)
→ 46, -6, -1, 4, -23, 8, -3, -0.4
48: Cc1c(/C=C/C(=O)c2ccc(Cl)s2)cnn1C
→ 58*, -105, -3, 4, -19, -8, -13, 5.6
49: Cc1ccc(NC(=O)C2CCN(S(=O)(=O)c3cnc[nH]3)CC2)nc1
→ 7, 17, -2, -3, 12, -2, 9, 1.9
50: CCN(CC)CCN(Cc1cc2cc3c(cc2[nH]c1=O)OCCO3)C(=S)NCCCN(C)C
→ -12, 12, 0, -4, -4, 16, -17, 2.2
51: COc1cnc(-c2ccccn2)nc1Sc1ccc(Cl)cc1
→ 36, 21, -3, 32*, -39, 16, -9, 8.1
52: CCN(C(=O)COc1ccc(C(C)=O)cc1)c1cccc2ccccc12
→ 19, 22, -4, -1, -6, 1, -2, 1.1

11 entries from above, with one line to a screen:
42) CC(C)CCNc1nnnc2c1sc1nc(N3CCOCC3)c3c(c12)CC(C)(C)SC3
43) CCOC(=O)C1CCCN(C(=O)c2sc3nc(C)nc(N4CCOCC4)c3c2C)C1 (configuration not stated)
44) CCN(CC(=O)NCc1cccs1)C(=O)c1ccc(-c2ccccc2F)o1
45) Cc1ccc(-c2n[nH]c(=S)n2/N=C/C=C\c2ccccc2[N+](=O)[O-])cc1
46) Cc1ccc(CCc2nnc(SCC(=O)Nc3cc(Cl)ccc3Cl)n2-c2ccccc2)o1
47) Cc1ccc(N2CCN(S(=O)(=O)c3cccs3)CC2C)cc1 (configuration not stated)
48) Cc1c(/C=C/C(=O)c2ccc(Cl)s2)cnn1C
49) Cc1ccc(NC(=O)C2CCN(S(=O)(=O)c3cnc[nH]3)CC2)nc1
50) CCN(CC)CCN(Cc1cc2cc3c(cc2[nH]c1=O)OCCO3)C(=S)NCCCN(C)C
51) COc1cnc(-c2ccccn2)nc1Sc1ccc(Cl)cc1

Assay by compound	42	43	44	45	46	47	48	49	50	51
tim23-1 inh	14	12	27	21	30	46	58*	7	-12	36
Mdm2 MdmX PPI	51*	5	1	17	10	-6	-105	17	12	21
APJ ag	-2	-5	-3	0	1	-1	-3	-2	0	-3
XBP1 UPR activ	4	-1	0	-1	-1	4	4	-3	-4	32*
697 NFkB inh	-6	3	2	-8	12	-23	-19	12	-4	-39
APJ antagonist	12	3	2	-4	16	8	-8	-2	16	16
Jurkat NFkB inh	-29	2	-4	7	10	-3	-13	9	-17	-9
CHOP UPR activ	5.3	-0.7	1.6	-0.2	1.1	-0.4	5.6	1.9	2.2	8.1

52) CCN(C(=O)COc1ccc(C(C)=O)cc1)c1cccc2ccccc12

Assay by compound	52
tim23-1 inh	19
Mdm2 MdmX PPI	22
APJ ag	-4
XBP1 UPR activ	-1
697 NFkB inh	-6
APJ antagonist	1
Jurkat NFkB inh	-2
CHOP UPR activ	1.1

Screening results deposited in PubChem by Sanford-Burnham Center for Chemical Genomics.
